# OX1R antag-1 – antagonists of human orexin 1 receptor (OX1R); O43613; OX1R-expressing cells, FRET antagonist read-out; inhibition, % at 6.6 µM; 330,000 compounds, 1.8% hits; AID 485270; in the data active = inhibition mostly above about 38%, no sharp cut-off; inactive = mostly below about 40%;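 also: 0% = agonist challenge alone and 100% = reference antagonist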
# Target sequence (O43613 whole entry, looked up): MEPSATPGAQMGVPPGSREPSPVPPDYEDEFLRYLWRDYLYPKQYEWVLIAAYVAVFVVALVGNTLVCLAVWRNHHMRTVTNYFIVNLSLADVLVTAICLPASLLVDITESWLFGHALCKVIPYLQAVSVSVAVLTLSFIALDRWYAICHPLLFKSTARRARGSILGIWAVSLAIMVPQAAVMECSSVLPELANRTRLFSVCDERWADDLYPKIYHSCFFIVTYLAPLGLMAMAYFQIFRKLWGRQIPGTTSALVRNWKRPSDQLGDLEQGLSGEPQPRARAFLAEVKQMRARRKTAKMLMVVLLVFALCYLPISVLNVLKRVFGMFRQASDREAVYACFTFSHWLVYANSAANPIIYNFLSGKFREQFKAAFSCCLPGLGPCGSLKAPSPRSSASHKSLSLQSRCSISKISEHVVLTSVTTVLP
# OX1R antag-2 – antagonists of human orexin 1 receptor | inhibition, % at 5 µM | CHO/OX1R cells, Fluo-8 calcium fluorescence, orexin A | 330,000 compounds, 0.43% hits | AID 434989;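 active = inhibition above its plate's threshold, mean inhibition of all tested compounds on the plate plus 3 SD, cut at about 37% in these data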;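 also: 0% = orexin A challenge wells and 100% = SB-334867-A antagonist wells; not every result past the cut was called active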
# STK33 inh – inhibitors of human STK33 kinase; inhibition, % at 10 µM; Q9BYT3; purified STK33, MBP phosphorylation, ADP-Glo luminescence; 320,000 compounds, 0.073% hits;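 active = inhibition at or above 25%, using the most active replicate where run in duplicate; inactive = inhibition below 25%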
# Target sequence (Q9BYT3 whole entry, looked up): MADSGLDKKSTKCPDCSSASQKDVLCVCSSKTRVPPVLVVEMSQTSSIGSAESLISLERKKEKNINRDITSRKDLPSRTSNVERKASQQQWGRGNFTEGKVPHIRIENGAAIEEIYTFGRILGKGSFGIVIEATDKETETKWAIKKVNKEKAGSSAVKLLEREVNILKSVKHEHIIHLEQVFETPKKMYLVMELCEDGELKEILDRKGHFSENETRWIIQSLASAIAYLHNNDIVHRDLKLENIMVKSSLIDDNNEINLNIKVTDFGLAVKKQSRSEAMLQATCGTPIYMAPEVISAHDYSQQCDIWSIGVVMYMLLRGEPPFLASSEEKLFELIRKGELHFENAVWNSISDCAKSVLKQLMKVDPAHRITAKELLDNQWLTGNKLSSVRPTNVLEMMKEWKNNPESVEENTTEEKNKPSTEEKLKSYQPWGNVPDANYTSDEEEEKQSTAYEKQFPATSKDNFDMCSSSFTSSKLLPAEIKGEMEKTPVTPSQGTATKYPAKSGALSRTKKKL
# An asterisk follows results filed as active; nt = no result given. Outcome played no part in choosing rows; 2.2% or so of the library scored in one or more.
SMILES,OX1R antag-1,OX1R antag-2,STK33 inh
CCOC(=O)Cc1csc(NC(=O)c2ccc(Cl)nc2)n1,15,-31,-0.5
Cn1c(=O)c2nnn(/N=C(\c3ccccc3)C3CC3)c2n(C)c1=O,3,-23,1.1
Cc1ccc2oc(C(=O)N(Cc3ccc(N(C)C)cc3)CC3CCCO3)c(C)c2c1 (configuration not stated),8,-23,nt
CCc1ccc(N2C(=O)/C(=C/c3cccs3)N(CC(=O)OC)C2=S)cc1,18,-5,-2.3
Nc1nc2c(ncn2[C@H]2C[C@H](O)[C@@H](CO)O2)c(=O)[nH]1,8,11,-0.4
CCCCC(=O)Nc1sc2c(c1C(=O)OCC)CCC(C=O)=C2Cl,14,9,-2.7
CSc1ccccc1NC(=O)COc1ccc(Cl)cc1,2,-36,-1.0
CC(C)[C@H](NS(=O)(=O)c1ccccc1)C(=O)OCC(=O)NCc1ccc2c(c1)OCO2,13,-15,-1.4
Nc1ncc(-c2ccc([N+](=O)[O-])cc2)cn1,105*,-1,-1.2
COc1ccc(NC(=O)CS(=O)CC(=O)Nc2cccnc2)cc1 (configuration not stated),13,-12,0.0
C=CCN1C(=O)CSc2ccc(C(=O)OCC)cc21,7,-19,-0.4
CCN(CC)c1ccc2cc(C=O)c(=O)oc2c1,116*,38,2.6
COCCCNC(=O)CN(c1cc(C(F)(F)F)ccc1Cl)S(C)(=O)=O,3,-12,0.0
O=C(/C=C/c1cccc([N+](=O)[O-])c1)N1CCN(C(=O)c2ccco2)CC1,19,-8,-1.5
CN(CC(=O)O/N=C(\N)c1ccc([N+](=O)[O-])cc1)S(=O)(=O)c1ccccc1,20,-7,1.0
COC(=O)Cc1ccc(NC(=S)NC2CC2)cc1,7,-13,-2.4
CC1SC(c2ccc(Cl)cc2Cl)NC1=O (configuration not stated),8,12,-1.0
CCCCOc1ccc(NS(=O)(=O)c2ccc(-n3cnnn3)cc2)cc1,1,5,0.1
Cc1cccc(/C=N/NC(=O)C(C)Nc2cccc3ccccc23)n1 (configuration not stated),6,-21,0.3
Cc1ccc(S(=O)(=O)NN2C(=O)/C(=C/c3cccc(F)c3)SC2=S)cc1,9,-2,-1.5
O=C(NCCN1CCCC1)c1cc(-c2ccncc2)nc2ccc(S(=O)(=O)N3CCOCC3)cc12,41,-6,0.1
CCCOc1c(Br)cc(C(=O)OCC(=O)NC2CC2)cc1OC,8,-15,-2.1
CC(OC(=O)C1CC=CCC1C(N)=O)C(Cl)=C(Cl)Cl (configuration not stated),4,7,-0.9
O=C(Cn1cnc2c(NC(=O)OCc3ccccc3)ncnc21)NCCN1CCOCC1,7,-21,0.3
CC(C)OC(=O)CSc1nc(N2CCOCC2)c2c(c1C#N)CC(C)(C)OC2,2,-48,0.5
O=C(Nc1cccc(S(=O)(=O)N2CCCCC2)c1)c1ccc(S(=O)(=O)C(F)F)cc1,19,-15,0.2
Cn1c(NCc2ccco2)nc2c1c(=O)n(Cc1ccc(Cl)c(Cl)c1)c(=O)n2C,16,-13,-17
O=C(c1ccco1)N1CCN(C(=O)c2cc(Cl)nc3ccccc23)CC1,8,-21,-0.7
Cc1ccc(Cn2c(CCNc3nc(-c4ccc(Cl)c([N+](=O)[O-])c4)cs3)nc3cc(C(=O)NCCCO)ccc32)cc1,6,16,0.2
CCC(C)[C@H](NC(=O)NCc1ccccc1)C(=O)O (some centres not stated),4,-3,-1.9
O=C1c2ccccc2C(=O)N1CSc1nnc(Nc2ccccc2F)s1,38,-6,1.3
O=C1NC2(CCCCCC2)C(=O)N1Cc1ccc(Br)cc1,12,-20,-0.4
Cc1sc2nc[nH]c(=S)c2c1-c1ccccc1,6,1,0.4
O=C(NCc1nc(-c2ccc(C(F)(F)F)cc2)no1)Nc1ccc(F)cc1F,9,-8,-0.4
CCOC(=O)Cc1csc(NC(=O)Cc2ccccc2)n1,18,-22,-0.3
CCN(CC)CCNc1nc(-c2ccc(OC(F)F)cc2)c(C)s1,32,-24,-0.7
CS(=O)(=O)N1CCN(c2ccccc2NC(=O)Cc2ccccc2)CC1,10,-32,-0.2
COc1ccc(NS(=O)(=O)c2csc(C(=O)N3CCCC3)c2)c(OC)c1,5,-21,1.3
CC(CCc1ccccc1)NC(=O)/C=C/c1ccc(Cl)cc1 (configuration not stated),9,-16,-0.4
COc1ccc(C2N(C(C)=O)CCCN2S(=O)(=O)c2ccc(C)cc2)cc1 (configuration not stated),12,-13,1.0

# Another view of 2 compounds above.
# Under each structure: OX1R antag-1	OX1R antag-2	STK33 inh
- O=C(Nc1cccc(S(=O)(=O)N2CCCCC2)c1)c1ccc(S(=O)(=O)C(F)F)cc1
    19	-15	0.2
- O=C(NCc1nc(-c2ccc(C(F)(F)F)cc2)no1)Nc1ccc(F)cc1F
    9	-8	-0.4

# (more compounds)
SMILES,OX1R antag-1,OX1R antag-2,STK33 inh
COc1ccc2c(c1)c(=O)oc1c(C)c(OC(C)C(=O)N[C@@H](Cc3c[nH]c4ccc(O)cc34)C(=O)O)ccc12 (some centres not stated),7,-14,-0.5
CCS(=O)(=O)c1ccc2oc(Nc3ccc(C(C)C)cc3)nc2c1,14,-25,1.2
C=CCc1ccc(OCCOCCNCCOC)c(OC)c1,2,-7,-1.4
Cc1c(CN(C)CCc2ccccc2)c(=O)n(-c2ccccc2)n1C,10,-13,-1.9
O=C(c1ccc(CS(=O)(=O)c2ccccc2)o1)N1CCN(c2ncccn2)CC1,-2,-19,0.3
CCOC(=O)c1cnn2c(C(F)(F)F)cc(-c3ccco3)nc12,30,-4,-0.2
COc1ccc(CC(=O)NCC(c2ccc(OC)cc2)N(C)C)cc1 (configuration not stated),9,-20,0.7
Cc1cc(-c2ccc(C(=O)O)s2)cnc1N,13,4,-0.7
COc1cccc(C(=O)Cn2c(=O)n(CCC(=O)NCC3CCCO3)c(=O)c3cc(OC)c(OC)cc32)c1 (configuration not stated),18,-13,-4.5
CC(C)c1ccc(NC(=S)NN2CCN(C)CC2)cc1,11,1,-2.2
COCCn1c(C)cc(C(=O)COC(=O)c2ccc[nH]c2=O)c1C,-1,-1,-0.5
CC1CCCCN1C(=O)CCS(=O)(=O)c1cc2c(cc1Cl)NC(=O)CO2 (configuration not stated),0,-20,0.4
O=C(COc1cnc2ccccc2n1)NCCC1=CCCCC1,8,-13,-0.1
CCOC(=O)NNc1ccc2nonc2c1[N+](=O)[O-],35*,-14,0.4
Cc1cc(C)c2[nH]c(=O)c(C(c3nnnn3C(C)(C)C)N3CCN(C(=O)c4ccco4)CC3)cc2c1 (configuration not stated),25,-5,-4.0
O=C(NCc1ccc2c(c1)OCO2)c1ccc(CN2CCOCC2)cc1,1,-4,0.3
NC(=S)Nc1ccc(F)cc1F,15,-7,-0.2
COc1ccc(-c2csc3ncnc(Sc4nnnn4C)c23)cc1,8,-29,0.8
CSc1ncccc1C(=O)OCc1c(F)cccc1Cl,12,-28,-1.6
O=C(NCc1ccccn1)c1ccc(S(=O)(=O)Nc2ccccc2F)cc1,18,-11,-0.5

# A few values from the results shown:
# Reading for CCN(CC)c1ccc2cc(C=O)c(=O)oc2c1 in OX1R antag-1: 116*
# Reading for CSc1ncccc1C(=O)OCc1c(F)cccc1Cl in STK33 inh: -1.6
# Reading for CCC(C)[C@H](NC(=O)NCc1ccccc1)C(=O)O (some centres not stated) in OX1R antag-1: 4

# (continued)
SMILES,OX1R antag-1,OX1R antag-2,STK33 inh
COC(=O)c1ccc(C2/C(=C(/O)c3ccc(OC(C)C)cc3)C(=O)C(=O)N2c2cc(C)on2)cc1 (configuration not stated),47,-13,-2.2
COc1ccc(N(CC(=O)Nc2ccc(OC)c(OC)c2)S(=O)(=O)c2ccccc2)cc1Cl,6,-33,0.6
COc1ccc2cc(C(=O)NCc3ccco3)c(=Nc3ccc(C(=O)O)cc3)oc2c1,40,-4,0.4
COc1ccc(C2/C(=C(/O)c3ccc4c(c3)CC(C)O4)C(=O)C(=O)N2CCN2CCOCC2)cc1 (configuration not stated),14,-6,-1.1
CC(C)C(NC(=O)C1CC(=O)N(Cc2ccccc2)C1)c1nc2ccccc2[nH]1 (configuration not stated),10,-15,-0.4
CC1CC(C)CN(C(=O)c2cn(C)c3ccc(S(=O)(=O)N(C)C)cc3c2=O)C1 (configuration not stated),16,-5,-2.2
COc1ccc(OCC2CCCN(Cc3nc(CC4CC4)no3)C2)cc1 (configuration not stated),10,-28,-2.3
Brc1ccc(Cn2c(-c3cncs3)nc3ccccc32)cc1,15,-40,-1.5
CSc1nnc(-c2ccc(C(F)(F)F)cn2)o1,7,-10,1.0
CC(C)(C)C(=O)NC1(C(F)(F)F)NC(=O)N(c2ccc(F)cc2)C1=O (configuration not stated),9,-8,-0.7
Cc1cc2c(c(=O)o1)C(c1ccc([N+](=O)[O-])o1)C(C#N)=C(N)O2 (configuration not stated),18,3,0.4
Cn1cc(C(=O)N2CCCCCC2)c(=O)c2cc(S(=O)(=O)N3CCCCC3)ccc21,-8,2,-0.9
CC1CCN(S(=O)(=O)c2ccc3c(c2)N(CC(=O)N(C)Cc2ccco2)C(=O)CO3)CC1,8,-49,0.9
CC(OC(=O)c1ccco1)C(=O)Nc1ncc(Cl)cc1Cl (configuration not stated),-1,-6,-1.4
C=Cc1ccc(CN2CCCN(Cc3ccc(Cl)cc3)S2(=O)=O)cc1,11,6,-0.9
Cn1c(=O)oc2cc(S(=O)(=O)N3CCCC(C(=O)Nc4ccc5c(c4)OCCO5)C3)ccc21 (configuration not stated),18,-27,-2.3
COc1ccc(-c2nnc(-c3ccccc3O)o2)cc1,14,-16,-0.4
COc1cccc(OCC(=O)NNC(=O)c2ccc(-c3ccccc3)cc2)c1,16,-8,-1.6
Nn1c(-c2cccc([N+](=O)[O-])c2)nc2ccccc2c1=O,16,-19,-1.0
CC(C(=O)NCCCc1ccccc1)c1ccc([N+](=O)[O-])cc1 (configuration not stated),7,-8,-1.2

# Quoted at random: seven entries already listed.
SMILES,OX1R antag-1,OX1R antag-2,STK33 inh
Cc1cc2c(c(=O)o1)C(c1ccc([N+](=O)[O-])o1)C(C#N)=C(N)O2 (configuration not stated),18,3,0.4
CSc1nnc(-c2ccc(C(F)(F)F)cn2)o1,7,-10,1.0
COc1ccc(OCC2CCCN(Cc3nc(CC4CC4)no3)C2)cc1 (configuration not stated),10,-28,-2.3
COc1ccc(-c2nnc(-c3ccccc3O)o2)cc1,14,-16,-0.4
CC1CC(C)CN(C(=O)c2cn(C)c3ccc(S(=O)(=O)N(C)C)cc3c2=O)C1 (configuration not stated),16,-5,-2.2
C=Cc1ccc(CN2CCCN(Cc3ccc(Cl)cc3)S2(=O)=O)cc1,11,6,-0.9
Nn1c(-c2cccc([N+](=O)[O-])c2)nc2ccccc2c1=O,16,-19,-1.0

# Part of the list above, limited to OX1R antag-2 and OX1R antag-1.
Compound | OX1R antag-2 | OX1R antag-1
CC1CCN(S(=O)(=O)c2ccc3c(c2)N(CC(=O)N(C)Cc2ccco2)C(=O)CO3)CC1 | -49 | 8
CC(OC(=O)c1ccco1)C(=O)Nc1ncc(Cl)cc1Cl (configuration not stated) | -6 | -1
C=Cc1ccc(CN2CCCN(Cc3ccc(Cl)cc3)S2(=O)=O)cc1 | 6 | 11

# Next part
SMILES,OX1R antag-1,OX1R antag-2,STK33 inh
COc1ccccc1OCCCCn1ncc2ccc(OC)c(OC)c2c1=O,19,-42,-1.3
COc1ccccc1C(=O)NCc1ccccn1,14,-16,-1.7
CC(C)(C)NC(=O)COC(=O)/C=C/c1ccccc1[N+](=O)[O-],33,-12,-1.3
Cc1cccc(OCCC(=O)NCC(c2ccco2)N2CCCCC2)c1 (configuration not stated),14,-20,-0.9
Cc1cc(OC(=O)c2ccco2)c2c(C)cc(=O)oc2c1,5,-9,0.0
COc1ccc(-c2nc3ccccc3[nH]2)cc1,15,-33,4.6
CCN(CC(=O)Nc1ccc2c(c1)OCCO2)S(=O)(=O)c1cccs1,8,6,-1.1
Cc1noc(/C=C/N(C)C)c1S(=O)(=O)N1CCC(C(=O)O)CC1,-2,-1,-0.4
COc1ccccc1NC(=O)COC(=O)/C=C/c1cccs1,9,-11,-0.5
CCCN(C(=O)c1cccc(S(=O)(=O)N2CCN(Cc3ccccc3)CC2)c1)C1CCS(=O)(=O)C1 (configuration not stated),5,-27,-0.1
O=C(N/N=C/C=C/c1ccco1)C(O)c1ccccc1 (configuration not stated),24,-10,-3.6
C=CCn1c(CCC(O)COCCC)n[nH]c1=S (configuration not stated),7,-8,-1.9
Cc1cccc(C(=O)OCC(=O)NC2CC2)c1O,10,-12,1.0
S=c1[nH]nc(C2CCCCC2)n1/N=C/c1ccncc1,7,-14,0.5
Cc1ccc(SC(C)C(=O)Nc2ccncc2)cc1 (configuration not stated),12,-5,nt
CCC(C)NC(=O)CSc1nc2c(sc3ccccc32)c(=O)n1CCCN1CCOCC1 (configuration not stated),9,-17,-1.9
CC(=O)N(/N=C/c1cccc(C)c1)c1nc(-c2ccc(Br)cc2)cs1,10,-18,-1.8
COc1ccc2c(C(=O)CN3CCN(c4ccccc4)CC3)c[nH]c2c1,14,-12,1.6
O=C(N/N=C/c1ccc[nH]1)c1ccc(O)cc1,10,-11,1.4
CCCCOc1ccc(C(O)(CCN2CCOCC2)c2ccccc2)cc1 (configuration not stated),-8,-27,0.6
CN(Cc1ccccc1)C(=O)CCNC(=O)Cn1cnc2ccccc2c1=O,19,-27,-0.1
O=C(NCCN1CCOCC1)c1cc(S(=O)(=O)Nc2ccccc2F)c(Cl)cc1Cl,0,-20,-1.4
O=C(Cc1ccc(Nc2nc(=S)[nH]c3ccccc23)cc1)NC1CCCCC1,6,-23,-0.6
O=C(CN(c1ccc(F)cc1)S(=O)(=O)c1ccccc1)N1CCOCC1,5,-15,-1.3
COc1cc(/C=C/C(=O)CC(=O)/C=C/c2ccc(O)c(OC)c2)ccc1O,10,34,64*
COc1ccccc1/C=C/C=N/NC(=O)Cc1cccn1C,12,-7,-0.3
O=C(Cn1cc(C(F)(F)F)cc(Cl)c1=O)Nc1cccc(S(=O)(=O)N2CCCCC2)c1,3,-22,-1.2

# Source: PubChem
